# Source: PubChem BioAssay (several laboratories)
# DDE Tn6 FP inh: disrupts Tn6 cyclic peptide binding to fibrin D-Dimer-E complex | P02675 | Fibrin DD(E) TRITC-Tn6 fluorescence polarization displacement | inhibition, % at 8.3 µM | 370,000 tested, 0.21% active;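 active means inhibition above a per-campaign cutoff: mean of compounds within control limits plus 3 SD, cut at about 15% in these data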;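 further: 0% = median of all compound wells on the plate and 100% = blocking peptide control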
# ASAP1 inh: ASAP1 ArfGAP inhibition; Q9ULH1; ASAP1-stimulated ARF1 GTP hydrolysis, GDP FP detection; inhibition, % at 16.5 µM; 360,000 tested, 0.19% active; AID 624377; in the data active means inhibition above about 25%;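 further: 0% = vehicle with enzyme and substrate and 100% = no enzyme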
# Target sequence (Q9ULH1 325-724 limits assumed): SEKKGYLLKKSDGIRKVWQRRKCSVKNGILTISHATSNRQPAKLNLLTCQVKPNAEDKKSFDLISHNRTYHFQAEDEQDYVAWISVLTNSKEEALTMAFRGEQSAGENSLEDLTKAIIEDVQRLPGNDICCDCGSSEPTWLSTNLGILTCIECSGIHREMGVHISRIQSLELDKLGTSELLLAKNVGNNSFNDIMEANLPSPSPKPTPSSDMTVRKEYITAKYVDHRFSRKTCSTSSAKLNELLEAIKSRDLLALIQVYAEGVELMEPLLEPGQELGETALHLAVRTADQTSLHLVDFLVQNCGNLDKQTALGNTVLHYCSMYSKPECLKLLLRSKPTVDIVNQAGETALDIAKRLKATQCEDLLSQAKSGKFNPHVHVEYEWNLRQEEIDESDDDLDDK
# ARFGAP1 inhibitor: inhibits rat ARF GTPase activating protein 1 | inhibition, % at 16.5 µM | 360,000 tested, 0.26% active | Q62848 | Arfgap1-stimulated ARF1 GTP hydrolysis, GDP FP detection;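 active means inhibition above a per-plate limit, mean inhibition of low control wells plus 3 SD, cut at about 25% in these data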;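 further: 0% = DMSO wells with enzyme and 100% = wells lacking Arfgap1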
# Target sequence (Q62848 1-136 limits assumed): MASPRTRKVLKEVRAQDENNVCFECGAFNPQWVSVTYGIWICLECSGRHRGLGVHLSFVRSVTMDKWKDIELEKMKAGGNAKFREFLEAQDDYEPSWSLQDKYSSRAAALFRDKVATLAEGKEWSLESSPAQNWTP
#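 Material: truncated rat Arfgap1 GAP domain; Incubation: compound-enzyme preincubation 20 min, reaction 120 min, detection 60 min, 25 °C; Read-out: percent inhibition of Arfgap1-stimulated GTP hydrolysis; Technique: FP, GDP Alexa 633 tracer displaced from anti-GDP antibody, 620/688 nm; Controls: No-Arfgap1 wells (100%) versus DMSO full-reaction wells (0%); Replication: single well per compound.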
# proKLK7 act: proKLK7 (human) activation, primary screen; activation, % at 7 µM; AID 652039; P49862; 370,000 tested, 0.9% active; purified proKLK7, EDANS-DABCYL substrate fluorescence; 100% is mature enzyme control, 0% vehicle;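 active means activation above the mean of all tested compounds plus 3 SD, computed per campaign excluding outliers beyond control limits, cut at about 13% in these data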
# Target sequence (P49862 whole entry, looked up): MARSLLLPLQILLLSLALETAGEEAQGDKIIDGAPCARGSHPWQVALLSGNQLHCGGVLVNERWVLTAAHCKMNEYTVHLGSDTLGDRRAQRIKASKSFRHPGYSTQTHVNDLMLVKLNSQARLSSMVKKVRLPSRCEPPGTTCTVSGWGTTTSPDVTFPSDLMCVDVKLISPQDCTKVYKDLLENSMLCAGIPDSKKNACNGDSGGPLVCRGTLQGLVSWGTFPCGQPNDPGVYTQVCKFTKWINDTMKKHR
# NR1D1 modulator: modulates human Rev-erb alpha binding to DNA; Rev-erbα–FITC-DNA binding, fluorescence polarization, 90 min; activity, % at 10 µM; 370,000 tested, 0.79% active; P20393;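 active means activity above about 14%, limit read from the data; passing the limit was not always enough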;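 further: 0% = DMSO wells with 35 nM protein and 100% = DMSO wells with 750 nM protein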
# PLC-beta3 inh: inhibitors of human phospholipase C beta3 | Purified PLC-beta3, fluorogenic substrate, fluorescence | inhibition, % at 12.2 µM | Q01970 | 370,000 tested, 0.18% active; in the data active means inhibition above about 11%;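 further: 0% = median of compound wells on plate and 100% = full blocker control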
# Tn7 DDE FP: DD(E)-Tn7 binding inhibition, primary FP screen; FP displacement of FITC-Tn7 peptide from fibrin DD(E); 0% = median of compound wells per plate; inhibition, % at 8.3 µM; 370,000 tested, 0.13% active; AID 720508;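 active means inhibition above the mean of compounds falling within the control limits plus 3 SD of them, cut at about 14% in these data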;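 further: 0% = plate median of compound wells and 100% = 10 µM Aha-Tn7 peptide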
#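 System: human fibrin DD(E); quantity: Fibrin-DD(E) at 2 µM final; also added: fluorescent Tn7 probe at 0.1 µM; compound dosing: single nominal test concentration of 8.3 µM per compound; schedule: 10 min preincubation, 3 h with tracer, room temperature; detection: fluorescence polarization of the labelled Tn7 tracer; repeats: one replicate per compound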
# HGIII-sPLA2 inh: Blocks human group III sPLA2 activity; AID 743126; Q9NZ20; 370,000 tested, 0.56% active; QFRET BODIPY PC-A2 liposome hydrolysis, fluorescence; inhibition, % at 12.2 µM;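 active means inhibition above mean plus 3 SD of compounds lying within the high and low control bounds, cut at about 19% in these data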;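 further: 0% = median of test compound wells and 100% = no enzyme DMSO wells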
# UHRF1 MBD2 ctr: blocks human UHRF1 binding to methylated DNA; Q96T88; UHRF1 binding to methylated oligo, TR-FRET; inhibition, % at 4.4 µM; 370,000 tested, 0.75% active; AID 687016; in the data active means inhibition above about 21%;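 further: UHRF1 SRA domain binding a hemimethylated CpG hairpin DNA probe; 0% = median of test compound wells and 100% = reference inhibitor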
# PLC-gamma1 inh: blocks human PLC-gamma1 enzyme activity; inhibition, % at 12.2 µM; purified PLC-gamma1, fluorogenic substrate, fluorescence; 370,000 tested, 0.84% active; P19174; in the data active means inhibition above about 9.5%
# Numbers without * were called inactive; / = no result given.
# Sequence of screens: DDE Tn6 FP inh | ASAP1 inh | ARFGAP1 inhibitor | proKLK7 act | NR1D1 modulator | PLC-beta3 inh | Tn7 DDE FP | HGIII-sPLA2 inh | UHRF1 MBD2 ctr | PLC-gamma1 inh
COc1ccc(OC)c(S(=O)(=O)NCc2nc3nc(C)cc(C)n3n2)c1
→ 4 | -8 | 1 | -0.1 | -4 | 5 | -2 | 8 | 0 | 4
CCOC(=O)c1c(NC(=O)Nc2ccccc2)sc(C)c1C
→ -3 | -6 | 0 | -1.9 | -2 | -8 | 5 | -16 | 2 | -5
C=C(C)Cc1c(C)c(C#N)c2[nH]c3ccccc3n2c1=O
→ -7 | 9 | 6 | -8.3 | 4 | -70 | -1 | 11 | 1 | -50
COc1ccc(-n2nnnc2C(c2cccc(OC)c2OC)N2CCN(C/C=C/c3ccccc3)CC2)cc1 (stereo not drawn)
→ 9 | 1 | 3 | 0.2 | -3 | 3 | 4 | -20 | 0 | 2
Cc1nc2ccc(NC(=O)c3cccc(S(=O)(=O)N4CCOCC4)c3)cc2s1
→ 7 | -12 | 2 | 0.6 | -3 | -5 | 0 | 4 | 0 | 14*
c1ccc(-c2ccccc2OCCOCCN2CCOCC2)cc1
→ 0 | 3 | 3 | 0.0 | -3 | -3 | -1 | -4 | 1 | 2
CC(=O)c1ccc(N2CCC(C)CC2)c(F)c1
→ 0 | 5 | 1 | -0.5 | -1 | -1 | -6 | 0 | 0 | 2
COc1ccc(CNC(=O)C(c2ccc(C)o2)N(C(=O)c2snc(C(N)=O)c2N)c2ccccc2OC)cc1 (stereo not drawn)
→ 9 | 15 | 1 | -2.2 | 1 | -54 | 4 | -3 | 0 | -34
Cc1cccc(NC(=O)c2cc3n(n2)C(C(F)(F)F)CC(C2CC2)N3)c1C (stereo not drawn)
→ 7 | -12 | 5 | -0.1 | 0 | 3 | 3 | 2 | -4 | 2
CC(Oc1ccc(F)cc1)C(=O)N1CCN(c2ncccn2)CC1 (stereo not drawn)
→ 2 | 0 | 5 | 0.2 | 8 | -12 | -6 | 1 | 2 | -4
O=C(NNC(=O)c1cccc2ccccc12)c1ccc2c(c1)OCO2
→ -1 | -9 | 2 | 0.0 | 1 | -4 | -2 | 8 | 5 | 7
O=C(NCCS(=O)CCNC(=O)C(F)(F)F)C(F)(F)F
→ 0 | 16 | 0 | -0.1 | 1 | -2 | 1 | 2 | -1 | 0
COCCn1nnnc1C(c1cc2cccc(C)c2[nH]c1=O)N1CCN(c2ccccc2F)CC1 (stereo not drawn)
→ 0 | -7 | 0 | 20* | -2 | -52 | 5 | 7 | 0 | -44
CCCCn1c(N)c(N(CCC(C)C)C(=O)CSc2nnc(Nc3ccccc3)s2)c(=O)[nH]c1=O
→ -9 | 9 | -3 | 0.5 | -5 | 2 | 0 | 8 | 2 | 3
CC(C)NC(=S)N(C)C1(c2ccccc2Cl)CCCCC1=O (stereo not drawn)
→ 2 | -4 | 2 | -0.2 | -3 | 2 | -2 | 7 | -1 | -11
O=C(O)CCCn1cc(NC(=O)c2c(F)cccc2F)cn1
→ -3 | 10 | -5 | -0.1 | 2 | -2 | 4 | 8 | 3 | 5
Cc1ccccc1S(=O)(=O)c1cc2ccccc2nc1N
→ -1 | -7 | -6 | 6.5 | -4 | -175 | -3 | -4 | 3 | -115
NCC12CC3CC(C1)CC(c1ccc(Cl)cc1)(C3)C2
→ -6 | -6 | -3 | 0.3 | 4 | -3 | -5 | 11 | 21* | 3
Cc1ccc(NNC(=O)c2ccc(Cl)cc2)nn1
→ -4 | 6 | 3 | 0.7 | 3 | -5 | -6 | 47* | 1 | -1
Cc1ccc(S(=O)(=O)NCCC(=O)NC2CCCCC2C)cc1 (stereo not drawn)
→ 1 | 11 | 5 | -0.3 | -3 | -3 | -7 | -1 | -2 | -1
COC(=O)[C@]12C[C@H](CC(=O)NCc3cccc(C(F)(F)F)c3)C(=O)N(CCC3=CCCCC3)C1=C[C@H](C(C)C)O[C@@H]2C1CC1
→ -1 | / | / | -0.3 | -3 | 2 | 1 | 1 | -1 | 2
COc1ccccc1C(=O)Nc1cc(C)c(OCC(=O)N2CCOCC2)c(C)c1
→ 2 | 12 | -6 | 0.4 | 3 | -1 | 0 | 1 | 1 | 9
Fc1ccc2nncc(SCc3ccccc3Cl)c2c1
→ -2 | 12 | 2 | -0.1 | 0 | -9 | -9 | 0 | 0 | -3
O=C(O)CCC(=O)Nc1ccc(-c2nc3ccc(C(=O)c4ccccc4)cc3[nH]2)cc1
→ -5 | -4 | -1 | -0.1 | 2 | -300 | -5 | -12 | -1 | -209
O=C(c1cccc(S(=O)(=O)Nc2ccc(F)cc2)c1)N1CCOCC1
→ 4 | 2 | -1 | 0.3 | -4 | -7 | -4 | 6 | 15 | 6
CCOc1ccccc1NC(=O)Nc1ccccn1
→ 1 | -22 | 0 | 0.3 | 0 | -6 | -2 | -3 | -2 | 2
CCOC(=O)C1=C(C)N(c2ccc(Cl)cc2)C(=O)NC1c1cccc([N+](=O)[O-])c1 (stereo not drawn)
→ 3 | 5 | -1 | -0.1 | -1 | 3 | 5 | 1 | 0 | -3
CN(C)CCOC1(Cc2ccc(F)cc2)CCC(C(C)(C)C)CC1 (stereo not drawn)
→ 6 | 14 | 2 | -0.6 | 3 | 3 | 13 | -3 | -2 | 9
CCCCc1ccc(/C=C2/C(=O)ON=C2c2ccccc2)s1
→ 3 | -2 | -5 | -0.9 | 1 | -6 | 1 | -25 | -2 | -5
CN(C)C(=O)c1ccc(NC(=O)c2cccc(S(=O)(=O)N3CCCCCC3)c2)cc1
→ -2 | 2 | -8 | 0.0 | 3 | 0 | -1 | -4 | -3 | 4

# Some entries already given with just HGIII-sPLA2 inh, DDE Tn6 FP inh and ARFGAP1 inhibitor:
mol	HGIII-sPLA2 inh	DDE Tn6 FP inh	ARFGAP1 inhibitor
Cc1ccc(NNC(=O)c2ccc(Cl)cc2)nn1	47*	-4	3
Cc1ccc(S(=O)(=O)NCCC(=O)NC2CCCCC2C)cc1 (stereo not drawn)	-1	1	5
COC(=O)[C@]12C[C@H](CC(=O)NCc3cccc(C(F)(F)F)c3)C(=O)N(CCC3=CCCCC3)C1=C[C@H](C(C)C)O[C@@H]2C1CC1	1	-1	/
COc1ccccc1C(=O)Nc1cc(C)c(OCC(=O)N2CCOCC2)c(C)c1	1	2	-6
Fc1ccc2nncc(SCc3ccccc3Cl)c2c1	0	-2	2

# Back to the main list, repeating the 2 entries before the break.
# Sequence of screens: DDE Tn6 FP inh | ASAP1 inh | ARFGAP1 inhibitor | proKLK7 act | NR1D1 modulator | PLC-beta3 inh | Tn7 DDE FP | HGIII-sPLA2 inh | UHRF1 MBD2 ctr | PLC-gamma1 inh
CCCCc1ccc(/C=C2/C(=O)ON=C2c2ccccc2)s1
→ 3 | -2 | -5 | -0.9 | 1 | -6 | 1 | -25 | -2 | -5
CN(C)C(=O)c1ccc(NC(=O)c2cccc(S(=O)(=O)N3CCCCCC3)c2)cc1
→ -2 | 2 | -8 | 0.0 | 3 | 0 | -1 | -4 | -3 | 4
O=C(/C=C/c1ccccc1)c1cc(Br)ccc(=O)c1O
→ 7 | -11 | -18 | -0.1 | 0 | -19 | 1 | 11 | 3 | -15
O=C(c1ccccc1)c1ccncc1
→ -5 | -8 | -5 | 0.4 | -7 | 1 | 1 | -1 | 0 | -2
Cc1cccc(C)c1OCc1nnc(SCC(=O)O)n1-c1c(C)cccc1C
→ -7 | 3 | 2 | -0.4 | -6 | -1 | 7 | -9 | 4 | -1
COc1cc(C=CC(=O)c2ccccc2)cc(OC)c1OC
→ 0 | -23 | 9 | 1.3 | -2 | -7 | 0 | 3 | -3 | -3
CC(C)NC(=S)Nc1ccc(Oc2ccccc2)cc1
→ -1 | -6 | 10 | 0.6 | -5 | 1 | 8 | 0 | -2 | -1
COc1ccc(C)cc1NC(=O)C1CCCN1S(=O)(=O)c1ccccc1F (stereo not drawn)
→ -4 | -4 | -2 | -0.6 | -3 | -5 | 6 | 14 | 0 | 1
CC(O)(CS(=O)(=O)Cc1ccccc1)c1ccccc1 (stereo not drawn)
→ 2 | 3 | 7 | 0.4 | 2 | -3 | 7 | -5 | 1 | -2
CC(C)Cn1c(SCC(=O)NC(=O)NC2CCCC2)nc2ccccc21
→ 3 | 5 | 6 | 0.9 | 9 | -6 | -3 | -21 | -1 | 0
CCOc1ccc(NC(=O)C/C(N)=N/O)cc1
→ -1 | 3 | 1 | 0.0 | 0 | 5 | -8 | -2 | -2 | 2
COc1ccc(C(=O)NCS(=O)(=O)c2ccc(C)cc2)cc1
→ -3 | 3 | 2 | 0.4 | 1 | 4 | 5 | 2 | 0 | 2
CCc1ccc(CN2CCCC(CCC(=O)N3CCN(c4ccccn4)CC3)C2)o1 (stereo not drawn)
→ -1 | -11 | 15 | 0.6 | -4 | -6 | -7 | -9 | -1 | -1
Cc1ccc(-c2cc(C(=O)NCc3ccccn3)no2)cc1
→ 7 | 3 | -3 | 0.2 | -1 | -1 | 5 | 0 | -2 | -2
CC(C)Cc1cc(C(=O)O)n[nH]1
→ -15 | 6 | 1 | -0.4 | 5 | 7 | -1 | 2 | 0 | 5
COc1cccc(CC(=O)Nc2ccc3nc(C)sc3c2)c1
→ -9 | -9 | -2 | -0.3 | -1 | -2 | -1 | 0 | -1 | 1
O=C(Nc1ccc(F)cc1)Nc1ccccc1N1CCCCC1
→ 1 | -8 | -7 | 0.4 | -3 | 5 | -3 | -6 | 0 | 7
COC(=O)c1ccc(NC(=O)CSc2nnc(CNc3ccc(OC)cc3)n2C)cc1
→ 1 | -1 | 0 | 0.5 | -4 | 0 | -7 | 10 | 0 | 5
COc1ccccc1CNC(=O)C(=O)c1cn(CC(=O)N2CCCC2)c2ccccc12
→ 4 | -7 | 8 | -4.7 | 3 | -10 | -7 | -9 | 1 | 0
CC(=O)Nc1ccc(-c2ccnc3c2CC(C)(C(=O)Nc2cccc(C(F)(F)F)c2)O3)cc1 (stereo not drawn)
→ -11 | 2 | 10 | 0.4 | 4 | -2 | -8 | -6 | 3 | 1
Cc1nc2ccccc2c(=O)n1NC(=O)Nc1ccccc1
→ 0 | 3 | -5 | 0.8 | 1 | -3 | 8 | 8 | 0 | -4
CC(C)CC(NS(=O)(=O)c1cc(C(=O)O)ccc1Cl)C(=O)O (stereo not drawn)
→ 0 | -13 | 4 | 0.4 | 6 | -2 | -7 | 1 | 3 | -1
CCn1c(=O)cc(OCC(=O)Nc2ccc3c(c2)OCCO3)c2ccccc21
→ 9 | -4 | 10 | 0.1 | -1 | -3 | 5 | -8 | -2 | -3
CCCCCCCCNS(=O)(=O)/C=C/c1ccccc1CNC(=O)OC(C)(C)C
→ 4 | / | / | 0.2 | 0 | -8 | 6 | -15 | -4 | -6
CCOc1cc(N2CCOCC2)c(OCC)cc1NC(=O)CN1C(=O)NC(CC)(c2ccc(F)cc2)C1=O (stereo not drawn)
→ -3 | -5 | 12 | 0.6 | -4 | 1 | 7 | 11 | -1 | 5
Cc1ccc(OC(=O)c2ccc(S(=O)(=O)N(C)C)cc2)c(-n2nc3ccccc3n2)c1
→ -9 | 8 | -11 | 0.2 | 2 | 0 | -8 | -17 | -3 | 4
